miR122 inh – miR-122 Renilla sensor signal increase in Huh7, primary screen, miR-122 inhibitor project, cell-based, single point, plate reader | Huh7 miR-122 Renilla luciferase sensor, 48 h; neutral wells = 0, positive control = 100 | activation (reporter increase), % at 12.5 µM | 340,000 tested, 0.3% active;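 active means mean replicate activation score at least 90 and every replicate individually at or above 90; inconclusive means only one of the two criteria met; inactive means neither criterion met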;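 further: higher luciferase means less miR-122 activity so hits act as miR-122 inhibitors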
SIRT5 inh – SIRT5 desuccinylase inhibitors, primary screen, biochemical, fluorescence imaging, single point, set 5. 330,000 tested, 1.1% active. inhibition, % at 15 µM. Purified SirT5, succinyl-peptide AMC, trypsin-coupled fluorescence; in the data active means inhibition above about 15%; inconclusive means no clear call, values can overlap the other calls
Target sequence (Q9NXA8 whole entry, looked up): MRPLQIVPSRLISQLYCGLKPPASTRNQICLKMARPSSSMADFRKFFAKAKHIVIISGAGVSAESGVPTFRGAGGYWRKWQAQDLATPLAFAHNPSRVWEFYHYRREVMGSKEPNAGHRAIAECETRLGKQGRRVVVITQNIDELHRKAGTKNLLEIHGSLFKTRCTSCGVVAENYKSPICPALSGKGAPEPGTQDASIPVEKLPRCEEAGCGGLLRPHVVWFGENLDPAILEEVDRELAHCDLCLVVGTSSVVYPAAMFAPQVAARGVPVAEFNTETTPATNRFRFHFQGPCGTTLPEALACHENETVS
Casp6 inh – human caspase-6 inhibitors, primary screen, biochemical, VEID-R110 fluorescence, single point, set 2; P55212; purified caspase-6, Z-VEID-R110 cleavage fluorescence; inhibition, % at 12.5 µM; 350,000 tested, 0.53% active;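 active means mean inhibition across replicates at least about 35%, with every replicate also reaching that limit, limit read from the data; inconclusive means only one of the two criteria met; inactive means neither criterion met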;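 further: 0% = median of neutral control wells and 100% = no fluorescence left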
Target sequence (P55212 24-179 limits assumed): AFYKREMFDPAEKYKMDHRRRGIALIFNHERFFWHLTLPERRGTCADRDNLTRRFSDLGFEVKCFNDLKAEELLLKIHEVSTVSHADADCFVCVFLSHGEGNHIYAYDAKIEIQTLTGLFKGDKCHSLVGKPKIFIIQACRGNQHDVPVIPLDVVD
Target sequence (P55212 194-293 limits assumed): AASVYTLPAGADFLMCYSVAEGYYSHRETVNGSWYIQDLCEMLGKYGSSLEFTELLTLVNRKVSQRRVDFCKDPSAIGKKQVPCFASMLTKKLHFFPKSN
CFTR F508del cor – F508del CFTR correction, initial screen, CFBE line, single point. CFBE cells, YFP halide quenching; stimulated with forskolin plus potentiator P3; % fluorescence drop versus neutral controls. activity (quench increase), % at 7.58 µM. 350,000 tested, 0.36% active;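 active means mean added fluorescence quench of at least 8% versus neutral control, with both replicates also reaching 8%; inconclusive means only one of the mean or replicate conditions met; inactive means mean below 8% and not both replicates reaching 8%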;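 further: cells transiently co-express mutant CFTR-F508del with the halide-sensitive YFP; corrector assay measuring rescue of mutant channel to the surface after 24 h compound exposure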
ERp5 inh – inhibitors of ERp5-driven insulin aggregation, primary screen, biochemical, turbidity, absorbance 650 nm, single point. 90 min. inhibition, % at 9.99 µM. AID 651711, 2012. 350,000 tested, 0.05% active;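 active means mean replicate inhibition above about 25%, with every replicate also reaching it, limit read from the data, passing the limit was not always enough; inconclusive means only one of those two criteria met; inactive means neither criterion met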
Target sequence (Q15084 whole entry, looked up): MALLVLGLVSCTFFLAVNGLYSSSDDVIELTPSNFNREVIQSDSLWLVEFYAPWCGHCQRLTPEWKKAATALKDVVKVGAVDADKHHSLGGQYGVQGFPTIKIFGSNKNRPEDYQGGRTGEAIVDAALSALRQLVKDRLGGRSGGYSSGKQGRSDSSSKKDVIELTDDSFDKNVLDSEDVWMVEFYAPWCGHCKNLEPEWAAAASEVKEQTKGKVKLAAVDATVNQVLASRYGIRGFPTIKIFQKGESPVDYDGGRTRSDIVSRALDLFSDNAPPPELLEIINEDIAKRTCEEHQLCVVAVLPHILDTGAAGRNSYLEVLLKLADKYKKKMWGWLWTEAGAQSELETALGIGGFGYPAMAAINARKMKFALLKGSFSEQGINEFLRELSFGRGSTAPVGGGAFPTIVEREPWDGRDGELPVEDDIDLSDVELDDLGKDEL
ERAP1 inh – human ERAP1 aminopeptidase inhibitors, primary screen, biochemical, single point, plate reader | Endoplasmic reticulum aminopeptidase 1 (Homo sapiens), Q9NZ08 | 340,000 tested, 0.15% active | AID 652197, 2013 | recombinant ERAP1, Leu-AMC fluorescence, 60 min | inhibition, % at 10.7 µM;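 active means mean replicate inhibition of at least 30%, or all replicates individually reaching that 30% level; inactive means mean below 30% and not every replicate reaching it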;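 further: 0% = neutral control wells and 100% = L-leucinethiol positive control wells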
DENV2 CPE – inhibitors of DENV2 cytopathic effect, primary screen, cell-based, plate reader, single concentration; 350,000 tested, 1.7% active; CPE inhibition, % at 9.99 µM; AID 651640, 2012; DENV2-infected cells, cytopathic effect rescue; in the data active means CPE inhibition above about 20%, passing the limit was not always enough; inconclusive means no clear call, values can overlap the other calls; tested in BHK-21 cells;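 further: 0% = median of neutral control wells and 100% = median of positive control wells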
Numbers without * were called inactive; ? = inconclusive; nt = no result given; [ ] = another dose, or the depositor's remark. Rows are unselected (roughly 4% active in at least one column).

DENV2 CPE,SIRT5 inh,CFTR F508del cor,Casp6 inh,ERp5 inh,ERAP1 inh,miR122 inh,mol
11,3,-2.0,3,0,1,-3,COc1ccc(NC(=O)c2cnc(SC)n2-c2ccc(F)cc2)c(OC)c1
5,-6,-0.5,-1,1,2,nt,COc1cc(C)nn1-c1ccc(Cl)cc1
-6,8,1.4,52*,-1,-7,-3,CC(NC(=O)C1CCN(S(=O)(=O)c2ccc3nc4c(c(C(=O)O)c3c2)CCCC4)CC1)c1ccccc1 (stereo not given)
-6,nt,3.9,1,-1,-2,nt,Cn1c(SCc2nc3cc(C(=O)O)ccc3c(=O)[nH]2)nnc1C(F)(F)F
6,-5,2.1,1,3,2,11,O=C(NCc1ccccn1)c1cccc(S(=O)(=O)N2CCc3ccccc32)c1
-2,-2,0.0,5,1,1,nt,Cc1cc(NC(=O)CCC(=O)N(Cc2ccccc2)C(C(=O)NC2CCCC2)c2ccc(C)o2)no1 (stereo not given)
7,-6,0.5,-2,-9,0,5,CCOCCCNC(=O)c1cn(CC)c2ccc(S(=O)(=O)N3CCC(C)CC3)cc2c1=O
10,5,1.1,8,-2,2,0,CCc1ccc(NC(=O)C(C)Sc2ccc(S(=O)(=O)N3CCN(C)CC3)cn2)cc1 (stereo not given)
6,0,-0.5,-3,2,7,nt,CCC(=O)c1ccc(OCC(=O)OCC(=O)NCCC2=CCCCC2)cc1
13,-9,1.2,15,2,2,4,COc1ccc(CNC(=O)C(C)NCc2ccc(S(N)(=O)=O)cc2)cc1 (stereo not given)
-2,-4,-0.3,2,10,0,4,C/C(=N\NC(N)=O)C1CC(CC(C)C)C(=O)O1 (stereo not given)
?,-6,-0.8,1,-3,1,nt,CC=Cc1ccc2n(c1=O)C[C@H]1[C@H](CO)[C@@H](C(=O)NCC3CC3)N(C(C)=O)[C@@H]21 (mixture of isomers)
7,0,-0.9,1,0,0,13,O=C(Nc1ccccc1O)c1ccc2c(c1)C(=O)N(N1C(=O)c3ccccc3C1=O)C2=O
2,nt,1.1,0,7,-1,nt,O=C(NC1CCCCC1c1ccccc1)c1ccccc1 (stereo not given)
-8,nt,-0.1,1,1,-3,-2,O=C(OCc1ccccc1)C1CCN(S(=O)(=O)c2cccs2)CC1
2,2,0.9,2,-7,3,1,COc1cc(OC)cc(C(=O)NNC(=S)NCc2ccco2)c1
11,-3,-0.8,-2,2,-1,1,Cc1ccc2cc(NC(=O)C3(C)CCN3C(C)C)ccc2n1 (stereo not given)
1,9,-2.1,54*,3,1,nt,O=C(/C=C/c1cccs1)Nc1scc(-c2ccccc2)c1C(=O)O
-19,nt,0.8,nt,nt,nt,-5[16.7 µM],COc1ccc(NC(=O)Nc2ccc3c(c2)CC(=O)N([C@H](C)CO)C[C@@H](C)[C@@H](CN(C)Cc2ccc(C(F)(F)F)cc2)O3)cc1
-4,-1,-1.7,1,12,3,-4,Cc1ccc(Cn2c(Sc3nnc(C)s3)nc3c2c(=O)[nH]c(=O)n3C)cc1
6,-2,0.2,2,2,1,9,COCc1ccc(C(=O)NC2CCCc3c2cnn3-c2ccc(C)c(C)c2)o1 (stereo not given)
-3,0,1.8,-1,2,-2,2,O=C(CSc1nc(Cc2ccccc2)nc2ccccc12)Nc1ccc2c(c1)OCCO2
nt,0,nt,-1,6,2,nt,Cc1nc2ccccc2nc1N1CCOCC1
4,-1,-3.9,-3,-1,-2,nt,Cn1cccc1/C=N/NC(=O)c1ccco1
nt,-1,nt,2,0,0,nt,Cn1cnnc1SCC(=O)Nc1sc2c(c1C#N)CCCCC2

(further entries)
DENV2 CPE,SIRT5 inh,CFTR F508del cor,Casp6 inh,ERp5 inh,ERAP1 inh,miR122 inh,mol
nt,0,-2.8,1,3,-2,0,COc1ccc(NC(=O)C(c2ccc(OC)cc2)N(Cc2ccco2)C(=O)CC2NC(=O)NC2=O)cc1 (stereo not given)
-3,-1,2.9,-8,-1,2,nt,O=C(Nc1ccc(N2CCN(C(=O)c3ccco3)CC2)cc1)c1ccc([N+](=O)[O-])cc1Cl
80*,1,2.3,2,-21,1,13[16.7 µM],C[C@H]1CN([C@@H](C)CO)C(=O)c2cccc(NC(=O)C3CCCCC3)c2O[C@@H]1CN(C)Cc1ccc(C(=O)Nc2ccccc2N)cc1
1,0,-0.5,-2,-1,0,-5[16.7 µM],COCC(=O)N(C)C[C@H]1Oc2ncc(-c3ccccc3OC)cc2C(=O)N([C@H](C)CO)C[C@@H]1C
1,4,0.7,-2,1,4,24,O=C1/C(=C/c2ccccc2Cl)SC(=S)N1CCCC(=O)N(CCO)c1ccccc1
-4,0,-2.1,-2,3,-6,2,O=C(CSc1nnc(CNC(=O)c2c(F)cccc2F)o1)NCc1ccccc1Cl
0,-5,-0.5,-3,1,1,3,COCCN(Cc1ccccc1)C(=O)c1ccc2c(c1)NC(=O)CS2
13,4,-3.8,-4,5,6,-1,O=C(NCc1ccc(Cl)cc1)N1CCc2ccccc2C1
1,-4,nt,-1,-3,1,nt,COC(=O)[C@H]1[C@H](CO)[C@H]2Cn3c(ccc(-c4ccc(F)cc4)c3=O)[C@H]2N1C(=O)C1CCC1
-2,-3,-3.0,0,1,4,nt,COC(=O)c1ccc(C2=NOC(C)(c3nnc(Cc4ccccc4)o3)C2)cc1 (stereo not given)
9,8,-0.9,1,-2,-2,-5[16.7 µM],C[C@H]1CCCCO[C@@H](CN(C)S(=O)(=O)c2ccccc2)[C@@H](C)CN([C@@H](C)CO)C(=O)c2cc(NS(=O)(=O)c3ccccc3)ccc2O1
3,-2,13*,-19,-1,9,-4,CCN1CCN(c2cc(C)c3cc(NC(=O)c4ccc(OC)c(OC)c4)ccc3n2)CC1
10,-7,-6.4,-2,1,5,6,CC(=O)N(Cc1ccccc1)c1c(N)nc(N)[nH]c1=O
9,-3,-2.6,4,1,0,5[16.7 µM],O=C(C[C@H]1CC[C@@H]2[C@H](COC[C@H](O)CN2C(=O)c2ccncc2)O1)NC1CCC1
2,nt,2.5,0,1,3,0,COc1cccc(-c2cnc(C(O)c3cccc(CN4CCCCC4)c3)[nH]2)c1 (stereo not given)
1,0,0.4,0,-11,0,nt,CCc1nnc(NC(=O)CCCSc2nc3ccccc3[nH]2)s1
4,-2,0.0,-5,nt,-2,nt,O=C(O)CSCC(=O)N1CCN(S(=O)(=O)c2cc(Cl)cc(Cl)c2)CC1
-6,-3,-0.9,-3,-1,-2,-4[16.7 µM],CC(=O)N(C)C[C@H]1Oc2cc(-c3cccc(C#N)c3)ccc2S(=O)(=O)N([C@@H](C)CO)C[C@H]1C
-5,2,0.2,1,3,1,-3,COC(=O)[C@H](CCSC)NC(=O)Cn1cnc(C(=O)Nc2ccc(C)c(C)c2)n1
-4,-6,0.4,6,0,0,1,CCCN(C(=O)COC(=O)c1[nH]c(C)c(C(=O)OC)c1C)c1c(N)n(Cc2ccccc2)c(=O)[nH]c1=O
nt,1,2.9,-1,0,-8,12,C#CC[N+]1(CC#Cc2cccc3ccccc23)CCOCC1
-5,-2,-1.0,1,-2,3,0,C=CCN(c1ccccc1Cl)S(=O)(=O)c1cccc(C(=O)OCC(=O)N(C)C2CCS(=O)(=O)C2)c1 (stereo not given)
2,4,0.4,1,-1,0,7[16.7 µM],C[C@@H]1CN([C@H](C)CO)C(=O)c2cccc(NC(=O)C3CCCCC3)c2O[C@@H]1CN(C)Cc1ccc(Oc2ccccc2)cc1
46*,-2,-0.3,-2,4,3,nt,CCN(C)C1CN(Cc2cn(Cc3ccc(F)cc3)nn2)S(=O)(=O)C1 (stereo not given)
-5,-1,-0.6,1,-1,-2,-6[16.7 µM],CCCN1[C@@H]2c3ccc(-c4ccccc4F)c(=O)n3C[C@H]1[C@H](CO)[C@H]2C(=O)NCCOC

Carrying on:
DENV2 CPE,SIRT5 inh,CFTR F508del cor,Casp6 inh,ERp5 inh,ERAP1 inh,miR122 inh,mol
-4,-1,2.7,0,3,3,nt,CC1(C)CC(C(N)=S)CCO1 (stereo not given)
-3,2,-4.3,5,-1,1,1,O=C(N/N=C\c1ccc(O)c([N+](=O)[O-])c1)C1COc2ccccc2O1 (stereo not given)
-10,-3,-1.1,-1,-7,0,-13,COc1ccc(CCc2ccc3cc(OC)ccc3n2)cc1
3,-5,-0.3,-1,-1,0,nt,Fc1ccc(-c2nnn(Cc3ccccc3Cl)n2)cc1
-4,-1,3.0,0,3,1,20,CCOn1c(=O)c(-c2cccc(Br)c2)[n+]([O-])c2ccccc21
6,nt,5.2,-4,4,nt,-14,CCOC(=O)N1CCN(C(=O)C2CCCN(Cc3nc(-c4ccc(Cl)cc4)oc3C)C2)CC1 (stereo not given)
nt,-8,-9.5,2,3,12,nt,CN(C)c1cccc(C(=O)NCc2ccc(Cl)cc2)c1
?,0,0.6,1,1,2,nt,O=C(N[C@@H]1CC[C@@H](CCn2cc(Cc3ccccc3)nn2)O[C@H]1CO)c1cnccn1
nt,-6,nt,1,-4,23,10,Cc1cccc(/C=C\c2nc3ccccc3c(=O)[nH]2)c1
-4,-4,-1.5,1,-2,9,-3,CC1(C)CC(=O)C(=Cc2cn(CCC#N)nc2-c2ccc(F)cc2)C(=O)C1
0,-2,-0.6,1,-5,1,-2[16.7 µM],C[C@H]1CN([C@@H](C)CO)C(=O)c2cccc(NC(=O)NC3CCCCC3)c2O[C@@H]1CN(C)S(=O)(=O)c1ccc(F)cc1
?,-1,2.6,2,1,0,-2,COc1ccc(Cc2c(C3CCCCC3)nc3c(C)cc(Br)cn23)c(C)c1
-8,5,0.4,-2,1,5,-4,CCN(CC(=O)Nc1ccc(NC(C)=O)cc1)C(=O)c1ccc(COc2ccc(C(C)(C)C)cc2)cc1
5,1,-1.5,0,2,13,0,O=C(Nc1ccc(N2CCOCC2)c([N+](=O)[O-])c1)c1ccco1

11 of the compounds above, with bars between the fields:
mol | DENV2 CPE | SIRT5 inh | CFTR F508del cor | Casp6 inh | ERp5 inh | ERAP1 inh | miR122 inh
CC1(C)CC(C(N)=S)CCO1 (stereo not given) | -4 | -1 | 2.7 | 0 | 3 | 3 | nt
O=C(N/N=C\c1ccc(O)c([N+](=O)[O-])c1)C1COc2ccccc2O1 (stereo not given) | -3 | 2 | -4.3 | 5 | -1 | 1 | 1
COc1ccc(CCc2ccc3cc(OC)ccc3n2)cc1 | -10 | -3 | -1.1 | -1 | -7 | 0 | -13
Fc1ccc(-c2nnn(Cc3ccccc3Cl)n2)cc1 | 3 | -5 | -0.3 | -1 | -1 | 0 | nt
CCOn1c(=O)c(-c2cccc(Br)c2)[n+]([O-])c2ccccc21 | -4 | -1 | 3.0 | 0 | 3 | 1 | 20
CCOC(=O)N1CCN(C(=O)C2CCCN(Cc3nc(-c4ccc(Cl)cc4)oc3C)C2)CC1 (stereo not given) | 6 | nt | 5.2 | -4 | 4 | nt | -14
CN(C)c1cccc(C(=O)NCc2ccc(Cl)cc2)c1 | nt | -8 | -9.5 | 2 | 3 | 12 | nt
O=C(N[C@@H]1CC[C@@H](CCn2cc(Cc3ccccc3)nn2)O[C@H]1CO)c1cnccn1 | ? | 0 | 0.6 | 1 | 1 | 2 | nt
Cc1cccc(/C=C\c2nc3ccccc3c(=O)[nH]2)c1 | nt | -6 | nt | 1 | -4 | 23 | 10
CC1(C)CC(=O)C(=Cc2cn(CCC#N)nc2-c2ccc(F)cc2)C(=O)C1 | -4 | -4 | -1.5 | 1 | -2 | 9 | -3
C[C@H]1CN([C@@H](C)CO)C(=O)c2cccc(NC(=O)NC3CCCCC3)c2O[C@@H]1CN(C)S(=O)(=O)c1ccc(F)cc1 | 0 | -2 | -0.6 | 1 | -5 | 1 | -2[16.7 µM]
